Screening data (PubChem)
m5-HT2A agonist = agonists of mouse serotonin 5-HT2A receptor (HTR2A). activation, % at 7.6 µM. CHO-K1 mHTR2A beta-arrestin complementation, luminescence; percent of 30 µM serotonin response. actives 0.66% (n = 360,000). AID 624169;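 active = activation above a run cutoff, the mean activation of all tested compounds plus 3 SD, cut at about 14% in these data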;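 note: 0% = plate median of compound wells and 100% = 30 µM serotonin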
H9c2 protect = protects H9c2 cardiomyocytes from peroxide injury. AID 588492. H2O2 injury protection, ATPLite, 2 h. actives 0.63% (n = 360,000). protection from H2O2 cell death, % at 20 µM;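 active = compounds giving at least 50% protection of heart cells from peroxide-induced death in the single-dose screen, raw or plate-pattern-corrected value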;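 note: 0% = DMSO wells with peroxide and 100% = DMSO wells without peroxide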
ABHD5 PLIN5 PPI = ABHD5-PLIN5 protein interaction inhibition; actives 0.78% (n = 360,000); Split G. princeps luciferase complementation, luminescence, 4 h; inhibition, % at 4 µM;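 active = inhibition above the mean inhibition across every tested compound plus 3 SD, cut at about 22% in these data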;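 note: 0% = DMSO only wells and the 100% control is not disclosed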
aDG glyco up = alpha-DG glycosylation activation | actives 0.22% (n = 360,000) | activation, % at 10 µM | Pro5-aDG cells, alpha-DG glycosylation AlphaScreen (IIH6); 0% Pro5, 100% B10-LARGE cell signal;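 active = activation of at least 8% versus controls, or a plate z-score of at least 8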;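 note: Pro5 are CHO cells carrying HIG-tagged alpha-DG that lacks glycosylation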
Glyco luc inh = N-linked glycosylation inhibition | actives 0.23% (n = 360,000) | reporter increase, % at 12.5 µM | AID 588692 | D54 ERlucT glycosylation luciferase reporter, 24 h; percent of 100 nM tunicamycin response;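 active = mean luciferase reporter signal, scaled so untreated is 0 and the glycosylation-blocking control 100, at or above a set limit in every replicate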;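 note: luciferase carries N-glycosylation sites so blocking glycosylation raises the light; 0% = median of neutral control wells and 100% = median of 100 nM tunicamycin wells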
Granule exo inh = lytic granule exocytosis inhibition; TALL-104 LAMP-1 surface exposure, flow cytometry; cells stimulated with thapsigargin and PMA; inhibition, % at 10 µM; actives 0.66% (n = 360,000);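 active = inhibition above about 55%, limit read from the data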
MC4R ag barr = activates human MC4R beta-arrestin recruitment | P32245 | U2OS MC4R beta-arrestin complementation, luminescence; percent of melanotan II response, DMSO zero | activation, % at 8.9 µM | actives 0.98% (n = 360,000) | AID 540308;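 active = activation above a per-plate cutoff, the mean activation of sample wells on that plate plus 3 SD, cut at about 8% in these data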
MC4R antag cAMP = blocks human MC4R cAMP signaling. inhibition, % at 6.5 µM. P32245. actives 0.48% (n = 360,000). MC4R-expressing cells, MTII-stimulated cAMP, LANCE TR-FRET;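 active = inhibition above its plate's cutoff, the mean of tested wells on that plate plus 3 SD, cut at about 29% in these data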;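 note: 0% = Melanotan II alone and 100% = Melanotan II plus saturating MCL0020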
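system = U2OS cells with stable human MC4R expression | also added = Melanotan II challenge after compound preincubation | dosing = one concentration, 6.5 µM nominal | incubation = compound 30 min, challenge 1 h, detection 1 h | measured by = TR-FRET with Eu-cAMP and labeled anti-cAMP, 671 nm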
ABCB6 inh MLPCN = inhibitors of human ABC transporter ABCB6; Q9NP58; K562-ABCB6 porphyrin accumulation, flow cytometry, 1 h; stronger effect = lower value; fluorescence ratio to DMSO, % at 10 µM; actives 0.19% (n = 360,000); AID 602162;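 active = fluorescence ratio to DMSO below 75%, the collection mean minus 3 SD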;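 note: signal is porphyrin accumulated inside mitochondria; 100% equals median channel fluorescence of DMSO control wells; lower ratio means ABCB6 inhibition with less porphyrin fluorescence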
Target sequence (Q9NP58 whole entry, looked up): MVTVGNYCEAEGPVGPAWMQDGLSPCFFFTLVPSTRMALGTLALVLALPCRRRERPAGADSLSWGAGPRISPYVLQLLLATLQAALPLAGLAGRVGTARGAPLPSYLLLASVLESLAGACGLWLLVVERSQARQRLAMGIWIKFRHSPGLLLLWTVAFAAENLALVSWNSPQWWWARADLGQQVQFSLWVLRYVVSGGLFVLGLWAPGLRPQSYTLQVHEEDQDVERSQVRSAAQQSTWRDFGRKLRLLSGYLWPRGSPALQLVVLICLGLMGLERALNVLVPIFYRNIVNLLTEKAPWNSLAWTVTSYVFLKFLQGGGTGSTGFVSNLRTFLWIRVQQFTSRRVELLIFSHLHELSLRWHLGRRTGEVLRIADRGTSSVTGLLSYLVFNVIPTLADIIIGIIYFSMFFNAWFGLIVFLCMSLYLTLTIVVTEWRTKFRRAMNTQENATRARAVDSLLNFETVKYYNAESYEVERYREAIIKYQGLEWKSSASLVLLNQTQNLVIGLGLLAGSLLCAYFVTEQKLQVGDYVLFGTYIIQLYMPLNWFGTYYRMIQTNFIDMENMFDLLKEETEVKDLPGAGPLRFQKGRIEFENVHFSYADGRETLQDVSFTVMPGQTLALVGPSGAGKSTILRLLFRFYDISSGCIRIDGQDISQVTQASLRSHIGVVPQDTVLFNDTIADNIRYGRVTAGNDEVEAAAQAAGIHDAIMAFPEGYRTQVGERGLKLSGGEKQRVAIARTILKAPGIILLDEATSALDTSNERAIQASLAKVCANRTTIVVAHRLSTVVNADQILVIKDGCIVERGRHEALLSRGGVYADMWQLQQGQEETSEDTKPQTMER
iPSC survival up = enhancers of human iPSC single-cell survival | hiPSC single-cell survival, ATPlite luminescence; 100% = ROCK inhibitor wells, 0% = DMSO | survival enhancement, % at 20 µM | actives 0.044% (n = 360,000) | AID 602274; in the data active = survival enhancement above about 18%;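 note: cells exposed to compounds for 16 hours before the ATP read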
* = called active by the depositor.

Second line of a record: m5-HT2A agonist, H9c2 protect, ABHD5 PLIN5 PPI, aDG glyco up, Glyco luc inh, Granule exo inh, MC4R ag barr, MC4R antag cAMP, ABCB6 inh MLPCN, iPSC survival up
CCC/S(CC1CC1(Cl)Cl)=N\S(=O)(=O)c1ccc(C)cc1 (stereo not drawn)
    -3, 0, -1, 0.0, 2, -1, -3.1, -3, 96, -1.9
O=C(NC1CC1)C1=NOC(CNc2ncc(C(F)(F)F)cc2Cl)C1 (stereo not drawn)
    -2, 0, 4, 0.0, 1, 4, -1.0, -7, 98, -2.2
COc1cccc(-c2cnc(C(O)c3ccc(C)cc3)[nH]2)c1 (stereo not drawn)
    1, -3, 11, 0.4, 2, -1, -1.7, 4, 96, 3.7
CC(=O)c1cn(-c2ccc(Cl)cc2)c(=O)n(Cc2ccc(Br)cc2)c1=O
    -1, -3, -5, 0.0, 3, 1, 0.3, 3, 103, -0.1
COC(=O)[C@H](CCSC)NC(=O)NC1CCN(Cc2ccccc2)CC1
    0, 3, 3, -0.2, -2, -2, -1.3, 7, 103, 0.0
COc1nc(N(C)S(=O)(=O)c2ccc(C)cc2)nc(C)c1Cl
    -6, -19, 1, 0.5, -4, 0, 2.0, 2, 101, 2.1
COc1ccc(C)cc1C(=O)CCC(=O)NCCc1ccc(S(N)(=O)=O)cc1
    -3, 8, -6, 0.0, -1, 1, -1.6, 4, 101, -0.7
CCN(CC)c1ccc(NC(=O)COC(=O)CSc2ccc(Br)cc2C)cc1
    1, 3, 7, -0.1, -2, 3, 1.7, -10, 99, -1.6
CCOc1nc(C)cc(C)c1S(=O)(=O)c1cccc(Cl)c1
    -1, -1, -12, 0.1, -1, 0, -0.3, 10, 99, -0.9
Cc1nnc(NC(=O)/C=C/c2ccco2)s1
    0, 1, -4, 1.2, 10, 11, -0.9, 1, 92, 0.3
Cc1ccc(CSCC(=O)N2CCN(c3ccc(F)cc3)CC2)cc1
    -6, -4, 9, -0.3, 1, -2, 0.3, 5, 109, -0.6
Cc1ccc(C(=O)Cn2nc(C(=O)O)c3ccccc3c2=O)cc1C
    -4, 16, -4, -0.2, 2, -1, -1.0, -3, 98, -0.7
Cc1ccc(-c2nc(SC(C)C(=O)N3CCCC3)n[nH]2)cc1 (stereo not drawn)
    -4, 2, 3, -0.2, 2, 3, -0.3, 2, 94, -0.4
COc1cc(NC2c3ccccc3C(=O)N2Cc2ccccc2Cl)cc(OC)c1OC (stereo not drawn)
    0, 5, -2, 0.1, 2, 1, 0.2, 2, 101, -0.2
CCS(=O)(=O)N1CCN(S(=O)(=O)c2ccc3ccccc3c2)CC1
    1, -6, -4, -0.1, -1, 1, -1.3, 18, 104, -0.8
CCOC(=O)CSC(C)C(=O)Nc1nnc(C(C)C)s1 (stereo not drawn)
    2, -2, -13, -0.3, 2, -8, 1.8, 1, 104, 2.7
CCCCCCCCCC(=O)N[C@H](CN1CCOCC1)[C@H](O)c1ccccc1
    -4, -16, 15, 0.1, 4, 19, 0.7, 12, 89, 0.2
CCOC(=O)c1c(-c2ccc(C)o2)csc1NC(=O)CN1CCOCC1
    2, 8, 5, -0.4, -1, -3, -0.7, 5, 99, 1.7
CCOc1ccc(NC(=O)OCCN2CCN(CCc3ccccc3)C(C)C2)cc1 (stereo not drawn)
    -8, 2, 2, 1.5, -2, -1, -0.9, 2, 96, -1.8
COc1ccc(S(=O)(=O)NC(CC(=O)O)c2ccco2)cc1 (stereo not drawn)
    -3, -1, -2, 0.4, -2, -5, -1.6, 1, 103, -1.2
CC(=O)Nc1nonc1-c1nc2ccccc2n1CC1CC1
    4, 2, 5, -0.1, 1, -1, -0.5, -4, 89, 0.7
Cc1ccc(C)c(NC(=S)N=Nc2c(O)n(C)c3ccc(S(=O)(=O)N4CCOCC4)cc23)c1
    -4, 25, -2, 1.3, 3, 0, -2.0, 11, 108, -1.4
Cc1cc(N2C(=O)C(O)=C(C(=O)c3cc4ccccc4o3)C2c2ccc(Br)cc2)no1 (stereo not drawn)
    3, 1, -49, 0.2, 1, -25, 0.3, 7, 93, -0.4
COc1ccc(S(=O)(=O)N2CCCCC2)cc1NS(=O)(=O)c1ccccc1F
    -4, -3, 3, 0.6, 2, -2, -0.1, -1, 83, -0.1
Cc1ccc(S(=O)(=O)NC2(C(F)(F)F)NC(=O)N(c3ccccc3F)C2=O)cc1 (stereo not drawn)
    2, -7, 1, 0.0, 0, -7, -2.3, 5, 102, 0.8
NC(=O)CC(NC(=O)Cc1cccc2ccccc12)c1ccc(NCCOc2ccccc2)c([N+](=O)[O-])c1 (stereo not drawn)
    -1, 9, -1, -0.3, 3, -2, -1.0, 9, 104, 0.8
N#CC(=Cc1ccnc2ccccc12)c1ccccc1
    -2, -11, 6, -0.1, -6, 0, 1.4, -1, 102, -2.9
CC(NC(=O)c1ccco1)C(=O)OCC(=O)c1ccc(Cl)s1 (stereo not drawn)
    1, 11, 3, -0.2, 0, -4, -3.5, 6, 82, 4.1
CCn1cc(/C=N/NS(=O)(=O)c2ccc(C)cc2)c(C)n1
    -1, -1, 9, 1.3, -2, 11, 1.6, -4, 89, -0.2
CCOCCOc1cccc(C(=O)NC(c2ccccc2)C(C)C)c1 (stereo not drawn)
    0, 1, -2, 0.2, 0, -1, -0.7, 1, 100, -0.8

(further entries)
Second line of a record: m5-HT2A agonist, H9c2 protect, ABHD5 PLIN5 PPI, aDG glyco up, Glyco luc inh, Granule exo inh, MC4R ag barr, MC4R antag cAMP, ABCB6 inh MLPCN, iPSC survival up
CNC(=O)N(O)C1N(NC(=O)Nc2cccc3ccccc23)C(=S)SC1(C)C (stereo not drawn)
    -3, 7, 6, -0.3, 2, -8, -0.5, -3, 99, -1.9
O=C(CCC1CCCCC1)NCCN1C2=NC[C@@H](Cc3ccccc3)N2C[C@H]1Cc1ccc(O)cc1
    4, -2, 7, -0.2, -2, 0, -1.0, -1, 98, -3.4
CC(=O)C1C=CC(C)(C(=O)O)C2C=C(C)C(=O)C(C)(O)C12 (stereo not drawn)
    0, 4, 4, -0.1, 0, -1, -1.7, -2, 97, -1.9
CC(C)(C)C(=O)COC(=O)c1cccc(NC(=O)c2ccco2)c1
    3, 7, -5, 0.7, -1, 3, -0.7, 0, 99, 0.9
CCC1(C)N(O)C(C)(C)C(c2ccc(F)cc2)=[N+]1[O-] (stereo not drawn)
    1, 9, 11, 0.4, 0, -3, -0.2, 5, 102, -1.4
Cc1ccc(C2=NNC(C(O)C(O)C(O)C(O)CO)S2)cc1 (stereo not drawn)
    0, 4, -5, 0.0, 3, 1, 0.0, 9, 85, 2.1
O=C(COC(=O)CC(c1ccccc1)c1ccccc1)NCc1ccc(Cl)cc1
    -4, -2, -9, 0.3, -4, 11, 0.6, 10, 96, -1.4
O=C(NCCSc1c(-c2ccccc2)[nH]c2ccccc12)c1cc2ccccc2oc1=O
    4, 23, -4, -0.2, 1, -1, 1.9, 19, 100, 0.9
Cc1ccc(OC(C)C(=O)Nc2ccccc2C(=O)NCc2cccnc2)cc1C (stereo not drawn)
    -13, 26, 1, -0.3, -1, 6, -3.4, -6, 97, -0.4
CCOC(=O)C1=C(C)NC(=O)NC1c1cccnc1 (stereo not drawn)
    9, 33, 2, -0.2, 2, 2, -0.5, 5, 101, -0.7
COc1ccc(NC(=O)COc2cccc3c2OC(C)(C)C3)c(OC)c1
    -8, -4, 2, 0.0, -2, 3, -3.5, 4, 99, 1.3
N#Cc1cccc(NC(=O)c2cc(C3CCCCN3C(=O)CCCc3ccccc3)on2)c1 (stereo not drawn)
    4, 11, 9, -0.2, -4, 6, 0.0, -2, 97, -2.4
Cc1c(NC(=O)c2cccs2)cccc1[N+](=O)[O-]
    -6, 3, -2, -0.3, 1, -1, 0.9, 6, 101, -0.6

Given with bars between the fields: entries from further up.
compound | m5-HT2A agonist | H9c2 protect | ABHD5 PLIN5 PPI | aDG glyco up | Glyco luc inh | Granule exo inh | MC4R ag barr | MC4R antag cAMP | ABCB6 inh MLPCN | iPSC survival up
CC(=O)C1C=CC(C)(C(=O)O)C2C=C(C)C(=O)C(C)(O)C12 (stereo not drawn) | 0 | 4 | 4 | -0.1 | 0 | -1 | -1.7 | -2 | 97 | -1.9
CC(C)(C)C(=O)COC(=O)c1cccc(NC(=O)c2ccco2)c1 | 3 | 7 | -5 | 0.7 | -1 | 3 | -0.7 | 0 | 99 | 0.9
CCC1(C)N(O)C(C)(C)C(c2ccc(F)cc2)=[N+]1[O-] (stereo not drawn) | 1 | 9 | 11 | 0.4 | 0 | -3 | -0.2 | 5 | 102 | -1.4
Cc1ccc(C2=NNC(C(O)C(O)C(O)C(O)CO)S2)cc1 (stereo not drawn) | 0 | 4 | -5 | 0.0 | 3 | 1 | 0.0 | 9 | 85 | 2.1
O=C(COC(=O)CC(c1ccccc1)c1ccccc1)NCc1ccc(Cl)cc1 | -4 | -2 | -9 | 0.3 | -4 | 11 | 0.6 | 10 | 96 | -1.4
